# BRCA1 expr up – activators of BRCA1 expression | Potency, µM (series often up to 46.1 µM), without a hit: top-dose activation, most hits filed as activators | MCF7-BRCA1-FFLuc reporter, luminescence, 48 h; response scale: scaled: vehicle 0%, 10 µM genistein 100% | hit rate 1.1% among 380,000; active = well fitted activation curve with a large enough effect; inconclusive = small, poorly fitted or top-dose-only effect; inactive = no such curve, though single readings can be large or run the other way; note: nearly all actives have a fitted effect of over 80% in size; some results filed as inactive show a strong effect at the top dose
#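 MCF7-BRCA1-FFLuc, 2000 cells/well; 2 h attach, 37 °C/5% CO2; compound 48 h; luciferase substrate 15 min; luminescence end-point. Norm. to genistein 10 microM max activation and DMSO; concentration-response curves fitted.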
# * hit, by the source's call; ? = inconclusive. Potency is the fitted concentration of half-maximal effect. An excerpt (hit frequency here may not be typical).
SMILES,BRCA1 expr up
c1ccc(Sc2ccncc2)cc1,3%
CCCc1c(C(=O)N/N=C(\C)c2cc(C)sc2C)nnn1-c1nonc1N,-15%
C#CCOc1ccc(/C=C2/C(=O)N(c3ccc(S(N)(=O)=O)cc3)N=C2C)cc1OC,21%
N#CCCN(C(=S)Nc1ccc(Cl)c(Cl)c1)C1CCCCC1,-31%
CC1=C(C(=O)N2CCOCC2)CC(CC(=O)NCc2ccco2)C(=O)N1Cc1ccccc1 (configuration not stated),8%
CC(=O)Nc1cccc(Nc2cnccn2)c1,5%
Cn1nc(NC(=O)C(F)(F)F)c2nccnc21,2%
O=S1(=O)CC(N2CCCC2)CN1C1CCCCC1 (configuration not stated),11%
Cc1ccc(S(=O)(=O)N2C[C@H]3C(=O)C[C@@H](c4ccccc4)N(S(=O)(=O)c4ccc(C)cc4)[C@H]3C[C@H]2c2cccc3ccccc23)cc1,20%
COc1cccc(S(=O)(=O)Nc2ccc3c(c2)[C@@H]2C[C@@H](CC(=O)NCc4ccc(Cl)cc4)O[C@@H](CO)[C@@H]2O3)c1,-58%
Nc1cc(=O)c2[nH]cnc2[nH]1,-24%
COc1ccc(CN2CCC2(C)C(=O)Nc2ccc(OC)c(OC)c2)cc1 (configuration not stated),-3%

# Two records drawn at random from the list so far:
SMILES,BRCA1 expr up
O=S1(=O)CC(N2CCCC2)CN1C1CCCCC1 (configuration not stated),11%
CCCc1c(C(=O)N/N=C(\C)c2cc(C)sc2C)nnn1-c1nonc1N,-15%

# Going on with the list.
SMILES,BRCA1 expr up
O=C(OCc1cn([C@@H]2C[C@H](c3ccc(Cl)cc3)N(C(=O)C3CCCCC3)C[C@H]2O)nn1)c1ccccc1,-4%
COCOc1cccc(CN2CCC2(C)C(=O)Nc2ccc3c(c2)OCO3)c1 (configuration not stated),-5%
c1ccc(COc2ncnc3c2ncn3CCCNC2CCN(Cc3ccccc3)CC2)cc1,-82%
CSc1ccc(OC2(C)CCN(Cc3ccc(C(C)C)cc3)C2)cc1 (configuration not stated),-5%
C[C@H]1CN([C@@H](C)CO)C(=O)CCCn2nncc2CO[C@H]1CN(C)S(=O)(=O)c1ccc(Cl)cc1,0%
CCc1nc2ccc(C(=O)NCCOc3ccc(OC)cc3)cn2c1N(CCN(C)C)CC1CC1,14%
CC(C)C[C@@H](CN1CCC[C@@H]1CN1C(=S)NC[C@@H]1Cc1ccccc1)N1C[C@H](Cc2ccc(O)cc2)N(CCc2ccccc2)C1=S,-16%
N=c1ccn2c(n1)OC1C(O)[C@@H](CO)O[C@H]12 (some centres not stated),-26%
COc1ccc(CN2CCC[C@]3(N[C@H](c4ccc(C(F)(F)F)cc4)[C@@H]4C(=O)N(Cc5ccccc5)C(=O)[C@@H]43)C2=O)cc1,-22%
O=NN(C(=O)NC1CCC(C(=O)O)CC1)C1CCC(C(=O)O)CC1 (configuration not stated),5%
CCNC(=O)C1(C)CCCN1C(=O)c1ccc(N(C)C)cc1 (configuration not stated),33%
COc1ccc(CN2C(=O)C(CC(=O)NCc3cccs3)CC(C(=O)N(C(C)C)C(C)C)=C2C)cc1 (configuration not stated),15%
Cc1cccc(S(=O)(=O)N2CCN(c3nc(-c4cccs4)nc4ccccc34)CC2)c1,0%
COc1ccc(CNC(=O)c2ccc(-c3ccc(F)c(F)c3)c3ccoc23)cc1OC,-32%
COc1ccc(S(=O)(=O)N2CCCCC2c2cc(C(=O)Nc3ccc4c(c3)OCO4)no2)cc1 (configuration not stated),-23%
CCc1nc2ccc(C(=O)Nc3cccc(NS(C)(=O)=O)c3)cn2c1N(C)C(=O)Cc1ccccc1,16%
COc1cc(CN2CCC(C(=O)NC(c3ccc(F)cc3)c3ncccc3C)CC2)cc(OC)c1 (configuration not stated),2%
COc1cc(C(=O)N2CC(=O)Nc3ccccc32)cc(OC)c1OC,-25%
CCc1nc2ccc(C(=O)NCCCN(C)C)cn2c1N(CC)CCOC,-12%
O=c1[nH]c(=S)[nH]c2c1C(c1ccc(F)cc1)OC(CCOCc1ccccc1)C2 (configuration not stated),6%
COCCNC(=O)C1(C)CCCN(C(=O)c2ccc(OC)cc2OC)C1 (configuration not stated),-6%
Cc1ccc(S(=O)(=O)N(C)C)cc1NC(=O)CN1C(=O)NC2(CCc3ccccc32)C1=O (configuration not stated),8%
Cc1cc(C)c2c(=O)n(CC(=O)N3CCN(c4ccccc4)CC3)ccc2n1,-3%
O=C(NC(c1ccc(-c2ccccc2)cc1)c1cnccn1)C1CCN(Cc2cccc(C(F)(F)F)c2)CC1 (configuration not stated),-8%

# 3 compounds already listed, ordered by formula weight, lowest first:
SMILES,BRCA1 expr up
CCc1nc2ccc(C(=O)NCCCN(C)C)cn2c1N(CC)CCOC,-12%
COc1ccc(CNC(=O)c2ccc(-c3ccc(F)c(F)c3)c3ccoc23)cc1OC,-32%
O=C(NC(c1ccc(-c2ccccc2)cc1)c1cnccn1)C1CCN(Cc2cccc(C(F)(F)F)c2)CC1 (configuration not stated),-8%

# Filtered by structure: the compounds so far with a furan ring, fused or not.
SMILES,BRCA1 expr up
CC1=C(C(=O)N2CCOCC2)CC(CC(=O)NCc2ccco2)C(=O)N1Cc1ccccc1 (configuration not stated),8%
COc1ccc(CNC(=O)c2ccc(-c3ccc(F)c(F)c3)c3ccoc23)cc1OC,-32%

# (list continues)
SMILES,BRCA1 expr up
O=C1[C@H]2[C@@H](c3ccc(C(F)(F)F)cc3)N[C@]3(CCCN(Cc4ccc(F)cc4)C3=O)[C@H]2C(=O)N1Cc1ccccc1,-10%
COc1ccc(CNC(=O)c2[nH]c(C(F)(F)F)nc2-c2ccccc2)cc1OC,13%
C[C@H]1CN([C@@H](C)CO)C(=O)CCCn2nncc2CO[C@@H]1CN(C)C(=O)Nc1ccnc(N2CCOCC2)c1,-10%
CC1(Cc2cccc(F)c2)C(=O)Nc2ccc(OC(F)(F)F)cc21 (configuration not stated),0%
COCCCNc1nccn2ccnc12,0%
CCOC(=O)C1=C[C@@H](c2ccccc2)N(S(=O)(=O)c2ccc(C)cc2)[C@H]1c1ccccc1Cl,-20%
Cc1cccnc1C(NC(=O)C1CCN(Cc2ccc3ccccc3n2)CC1)c1ccc(Cl)cc1 (configuration not stated),-14%
N#CC(c1ccccc1)c1ccc([N+](=O)[O-])cc1 (configuration not stated),-7%
CC(=O)NC1CC2CCCC(C1)N2C(=O)Nc1ccc(Cl)cc1 (configuration not stated),-2%
N#CC(=Cc1ccc(-c2ccccc2)cc1)C(=O)c1ccccc1,3%
CCCNC(=O)C1(C)CCN(C(=O)Cc2ccc(OC)c(OC)c2)C1 (configuration not stated),15%
COc1cccc(/C=C/c2nccc3ccccc23)c1OC,?
COc1ccccc1Cc1c(-c2ccc(C)cc2)nc2cc(C)c(Br)c(C)n12,-40%
N#CC(=Cc1cccs1)c1nc(-c2ccc(Cl)cc2)cs1,46%
Clc1ccc(-c2nc(CSc3ccccn3)cs2)cc1,10µM*
COc1ccc(C(=O)N2CCN(S(=O)(=O)c3ccc4c(c3)OCCO4)CC2)cc1,5%
CCc1nc2c(OCc3c(C)noc3C)cccn2c1N(C)C(=O)c1ccccc1F,-7%
CC(C)(C)c1ccc(C(=O)N2CCC2(C)C(=O)Nc2cccc3ccccc23)cc1 (configuration not stated),-13%
CC(c1ccon1)N(C)C(=O)c1cccc(OC2CCN(S(C)(=O)=O)CC2)c1 (configuration not stated),-4%
COc1ccc(CN2C(=O)C(CC(=O)NCC3CCCCC3)CC(C(=O)N(C)C)=C2C)cc1 (configuration not stated),16%
O=C(COC(=O)c1ccc(Cl)c(S(=O)(=O)N2CCCCCC2)c1)NCc1ccccc1,-12%
O=C1NC[C@H](CCCCN2CCN(Cc3ccccc3)C(=O)C2=O)N(CCc2ccccc2)C1=O,0%
CCc1nc2c(OCc3ccc(Cl)cc3Cl)cccn2c1N(C)C(=O)c1ccccc1F,-59%
CCOP(=O)(OCC)C(Cc1ccccc1)N=C(c1ccccc1)c1ccccc1 (configuration not stated),-17%

# Another view of part of the listing above:
SMILES	BRCA1 expr up
CCc1nc2c(OCc3ccc(Cl)cc3Cl)cccn2c1N(C)C(=O)c1ccccc1F	-59%
O=C(COC(=O)c1ccc(Cl)c(S(=O)(=O)N2CCCCCC2)c1)NCc1ccccc1	-12%
CC(C)(C)c1ccc(C(=O)N2CCC2(C)C(=O)Nc2cccc3ccccc23)cc1 (configuration not stated)	-13%
COc1ccc(CN2C(=O)C(CC(=O)NCC3CCCCC3)CC(C(=O)N(C)C)=C2C)cc1 (configuration not stated)	16%
COc1ccc(C(=O)N2CCN(S(=O)(=O)c3ccc4c(c3)OCCO4)CC2)cc1	5%

# (cont.)
SMILES,BRCA1 expr up
CCc1nc2ccc(C(=O)Nc3cccc(OC)c3)cn2c1N(CC)CCOC,2%
O=C(NCC(F)(F)F)c1ccc(S(=O)(=O)NCCc2ccc3c(c2)OCCO3)cc1,-10%
COc1cccc(-c2cnc3c(NC=O)cc(-c4ccc(OC)cc4OC)cn23)c1,-65%
CC[C@H](CO)Oc1cc(NCc2cccc(N)c2)c2ncn(C(C)C)c2c1,-51%
CCCNC(=O)C1(C)CCCN(Cc2ccc(-c3ccccc3)o2)C1 (configuration not stated),0%
CCOC(=O)[C@]12CCC=C1N(Cc1cccc3ccccc13)C(=O)[C@H](CC(=O)NCCCOC)C2,9%
C[C@@H]1CN([C@H](C)CO)C(=O)CCCn2cc(nn2)CO[C@H]1CN(C)C(=O)c1ccc(N2CCN(C)CC2)cc1,33%
CC(CO)NS(=O)(=O)c1cc(Cl)ccc1F (configuration not stated),7%
CC(=NNS(=O)(=O)c1ccc(C)cc1)c1ccncc1,0%
CC(C)C[C@H]1CN(CCCC[C@H]2CNC(=O)C(=O)N2Cc2ccccc2)C(=O)C(=O)N1CCc1ccccc1,2%
CCc1noc(C)c1C(=O)OCC(=O)c1ccc(NC(=O)CC(C)C)cc1,-11%
CC(C)Oc1ccc(F)cc1-c1cc(C(=O)Nc2ccccc2)[nH]n1,1%
O=C1c2ccccc2C(=O)C1c1cc2ccccc2cn1,-22%
O=C(Nc1ccncc1)c1cc(C2CCCCN2C(=O)CCCc2ccccc2)on1 (configuration not stated),-8%
C[C@H](O)[C@@H]1CN2CCc3c([nH]c4ccc(-c5ccc6c(c5)OCO6)cc34)[C@@H]2C[C@@H]1N(C)C(=O)NC1CCCCC1,-80%
O=C(C(=Cc1ccccc1)c1ccccc1)c1ccccc1,-1%
Cc1cccc(COC[C@H](CC(C)C)N2CCN(C(=O)c3ccc(C(F)(F)F)cc3)CCC2=O)c1,-30%
Cc1ccc(S(=O)(=O)N2[C@@H](c3cccc(Cl)c3)C(C(=O)OC(C)(C)C)=CC[C@H]2c2cccc(Cl)c2)cc1,20%
CC(C)C[C@H]1CN([C@@H](Cc2ccccc2)CN2CCC[C@@H]2CN2C(=O)C(=O)NC[C@@H]2Cc2ccccc2)C(=O)C(=O)N1CC1CCCCC1,-12%
CCCCNC(=O)C1(C)CCN1C(=O)CSc1ccccc1 (configuration not stated),3%
COc1ccccc1NC(=O)Nc1nc(C(N)CCc2ccccc2)cs1 (configuration not stated),0%
O=S(=O)(Nc1cccc2cccnc12)c1ccccc1Br,-63%
O=C(C1CCCCC1)N1C[C@@H](n2cc(-c3ccc(F)cc3)nn2)[C@H](O)C[C@@H]1c1ccccc1,-1%
CCOC(=O)c1c(C)[nH]c(/C(C)=N/NC(=O)c2cccnc2)c1C,31%
O=C(O)c1ccc(-n2ncc(Cl)c(Cl)c2=O)cc1,-55%
COc1cccc(C(NC(C)=O)c2nc(-c3cnn(C)c3)cs2)c1 (configuration not stated),0%
COc1ccc(C(=O)N(C)CCOc2ccc(Cl)cc2)cc1S(=O)(=O)N1CCCC1,-19%
CCCCN1C(=O)CC2CCOC21C (configuration not stated),6%
CCn1nccc1NC(=O)c1ccc2sc([C@@H]3O[C@H](CO)[C@H](O)[C@H](O)[C@H]3O)nc2c1,0%
COc1ccccc1N1CCN(CCS(=O)(=O)c2cc(Cl)ccc2Cl)CC1,-37%
C[C@H]1CN([C@@H](C)CO)C(=O)CCCn2nncc2CO[C@H]1CN(C)S(C)(=O)=O,8%
Cc1cc2c(c(C#N)c1C)NC=NC2C (configuration not stated),37%
O=CNc1cc(-c2cccc(O)c2)cn2c(-c3ccc(F)cc3)cnc12,-46%
COc1cc(/C=N/Nc2nc(C)cc(C)n2)ccc1O,-9%
COc1ccc(S(=O)(=O)N2CCC3CC2c2cc(-c4ccc5c(c4)OCO5)ccc23)cc1 (configuration not stated),-5%
CC(C)N1CC(=O)N2CSCC2C1=O (configuration not stated),9%
COCCCNc1ccn2nc(-c3ccc(Cl)cc3)cc2n1,?
CC(C)NC(=O)N1Cc2cc(C(=O)NC3CCC3)nc(-c3cccc(-c4cncnc4)c3)c2[C@H]1CCO,20%
Cn1c(=O)c2cc(NC(=S)NC3CCCCC3)ccc2n1-c1ccccc1,5%
CC1=C(C(=O)N2CCOCC2)CC(CC(=O)NCc2cccc3ccccc23)C(=O)N1CCCN1CCCC1=O (configuration not stated),17%
Cc1c(C(=O)NCc2cccc(Cl)c2)sc(=O)n1Cc1cccc(F)c1,6%
C[C@H]1CN([C@@H](C)CO)S(=O)(=O)c2ccc(/C=C/c3ccccc3)cc2O[C@H]1CN(C)C(=O)NC1CCCCC1,-81%
CCn1c(SC(C)C(=O)NCc2ccco2)nnc1-c1ccccc1 (configuration not stated),0%
C=CCNc1ncnc2c1ncn2[C@H]1CN(Cc2cc(OC)c(OC)c(OC)c2)C[C@@H](CO)O1,23%
C/C(COc1ccccc1)=N\NC(=O)c1nnn(-c2nonc2N)c1-c1ccc(C)cc1,-4%
Nc1ccccc1C(=O)NN=Cc1cccc([N+](=O)[O-])c1,24%
CC1(C)Nc2cccc3c(N=Nc4ccc(N=Nc5ccccc5)c5ccccc45)ccc(c23)N1,-64%
Cc1c(C(=O)NCCC#N)sc(=O)n1Cc1ccc(C(=O)N(C)C)cc1,19%
